# Assay outcomes: PubChem, several laboratories
# Rv3671c protease: inhibits the M. tuberculosis serine protease Rv3671c | P9WHR9 | inhibition, % at 5.96 µM | actives 0.048% (n = 320,000) | AID 2606; in the data active means inhibition above about 38%;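 further: extracellular domain of Rv3671c used as enzyme; 0% = enzyme with DMSO and 100% = no enzyme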
# Target sequence (P9WHR9 whole entry, looked up, the tested form may be a part): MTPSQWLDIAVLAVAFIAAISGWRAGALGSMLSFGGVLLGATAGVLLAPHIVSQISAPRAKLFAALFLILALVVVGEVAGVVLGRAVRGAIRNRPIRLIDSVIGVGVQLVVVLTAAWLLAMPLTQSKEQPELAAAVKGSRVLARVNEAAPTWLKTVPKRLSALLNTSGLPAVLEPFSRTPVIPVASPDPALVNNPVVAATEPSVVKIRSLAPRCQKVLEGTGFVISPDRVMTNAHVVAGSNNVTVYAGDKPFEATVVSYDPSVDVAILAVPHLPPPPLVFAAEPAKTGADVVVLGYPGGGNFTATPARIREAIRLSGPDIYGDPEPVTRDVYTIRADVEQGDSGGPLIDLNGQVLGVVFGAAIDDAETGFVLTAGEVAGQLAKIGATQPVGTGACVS
# FBA Mtb inh: inhibits M. tuberculosis FBA enzyme | purified M. tuberculosis FBA, fluorescence read-out | inhibition, % at 1 µM | actives 2.3% (n = 360,000) | AID 588726; in the data active means inhibition above about 27%;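 further: 0% = vehicle and 100% = reference inhibitor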
# Target sequence (P9WQA3 whole entry, looked up): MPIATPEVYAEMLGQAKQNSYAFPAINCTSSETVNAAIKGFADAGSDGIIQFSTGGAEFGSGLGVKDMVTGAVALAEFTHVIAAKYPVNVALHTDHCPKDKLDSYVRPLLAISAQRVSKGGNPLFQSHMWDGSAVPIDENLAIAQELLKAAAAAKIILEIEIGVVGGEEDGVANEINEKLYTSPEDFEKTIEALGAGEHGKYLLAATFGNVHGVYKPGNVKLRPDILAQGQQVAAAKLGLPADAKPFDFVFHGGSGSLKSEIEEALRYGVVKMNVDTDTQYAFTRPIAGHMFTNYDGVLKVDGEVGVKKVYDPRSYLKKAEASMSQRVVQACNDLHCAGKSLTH
# Mtb BioA inh: BioA (M. tuberculosis) enzyme inhibition; purified M. tuberculosis BioA enzyme, plate reader; actives 0.096% (n = 360,000); inhibition, % at 9.99 µM; in the data active means inhibition above about 40%; inconclusive means no clear call, values can overlap the other calls
# Mtb UGM inh: inhibitors of M. tuberculosis UDP-galactopyranose mutase; AID 504406; inhibition, % at 10 µM; P9WIQ1; purified UGM, fluorescence polarization probe displacement; actives 0.06% (n = 320,000); in the data active means inhibition above about 10%, passing the limit was not always enough; inconclusive means no clear call, values can overlap the other calls
# MazEF act: MazEF (E. coli) toxin RNase activation; actives 0.32% (n = 350,000); FAM/BHQ RNA-DNA oligo cleavage fluorescence, 5 h; AID 504720; P0AE70; activation, % at 20 µM; in the data active means activation above about 50%
# Target sequence (P0AE70 whole entry, looked up): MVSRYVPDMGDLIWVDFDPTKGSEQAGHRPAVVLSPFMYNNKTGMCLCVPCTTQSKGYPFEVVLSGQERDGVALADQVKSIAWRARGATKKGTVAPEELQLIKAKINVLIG
# PrPC TRFRET: inhibitors of human cell surface prion protein PrPC | inhibition, % at 13.8 µM | TR-FRET read-out | actives 0.43% (n = 370,000) | P04156; in the data active means inhibition above about 24%; further: 0% = median of the test wells and 100% = reference compound wells
# GDH-TPI inh: GDH-TPI coupled enzyme inhibition counter-screen; GDH-TPI coupled enzyme counterscreen, NADH absorbance; inhibition, % at 4.8 µM; actives 1.2% (n = 360,000); AID 588335; in the data active means inhibition above about 30%;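 further: 0% = DMSO wells and 100% = wells lacking the enzyme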
# BoNT-F LC inh: blocks Botulinum neurotoxin F light chain protease. inhibition, % at 10 µM. actives 0.22% (n = 360,000). Multiplex microsphere protease cleavage assay, flow cytometry; in the data active means inhibition above about 35%, passing the limit was not always enough; inconclusive means no clear call, values can overlap the other calls; further: plate controls were buffer without enzyme for full effect and enzyme alone for no effect
# FadD28 FP inh: inhibitors of Mycobacterium tuberculosis FadD28 bisubstrate binding. FadD28 bisubstrate probe binding, fluorescence polarization. inhibition, % at 12.5 µM. actives 0.22% (n = 360,000). AID 588549; in the data active means inhibition above about 8.5%, passing the limit was not always enough; inconclusive means no clear call, values can overlap the other calls
# Active calls of the source: *; u = inconclusive; x = not tested or not shown.
SMILES,Rv3671c protease,FBA Mtb inh,Mtb BioA inh,Mtb UGM inh,MazEF act,PrPC TRFRET,GDH-TPI inh,BoNT-F LC inh,FadD28 FP inh
CCOc1cc(CNc2ccc(O)cc2)cc(Br)c1OCc1ccccc1F,12.1,3.0,-0.5,-0.2,2.0,x,-1.4,-11.1,-1.4
COc1ccc(S(=O)(=O)N(CC(=O)N2CCOCC2)c2cc(Cl)ccc2OC)cc1OC,4.3,2.2,0.1,x,0.3,2.6,1.6,-12.0,-1.0
COc1cc(-c2nc3ccccn3c2/N=C/c2cccc(OC)c2O)ccc1O,-13.3,1.3,x,1.0,-5.3,-0.8,6.0,-7.2,1.2
COc1c(C=O)c2c(c(OC)c1OC)-c1ccc(OC)c(=O)cc1C(NC(C)=O)CC2 (stereo not given),x,1.1,x,x,11.0,7.4,31.9*,-8.4,0.1
O=C(NCc1ccccc1F)C(c1ccccc1)c1ccccc1,1.6,-1.5,0.1,4.7,2.9,1.3,4.8,2.1,-1.8
O=C(Nc1nnc(CC(=O)N2CCOCC2)s1)c1cccs1,-2.6,-1.7,-6.3,-3.7,-0.9,-6.2,14.3,1.2,-0.2
C/C=C(/C)C(=O)Nc1cccc(C2=NOC3(C2)C[C@@H](C(N)=O)N(C(=O)c2ccc(OC)cc2)C3)c1 (stereo not given in full),3.1,0.7,1.4,3.0,1.4,6.3,3.1,-9.5,-5.7
O=C(Nc1ccc(N2CCN(C(=O)c3cccs3)CC2)cc1)c1ccc(F)cc1,0.2,2.6,-0.9,0.3,-8.8,2.9,9.0,-16.1,0.8
O=C(CN1CCCC1)Nc1ccc([N+](=O)[O-])cc1,-1.6,-8.6,-0.6,-0.6,10.8,-13.4,6.4,-0.1,-3.6
C[C@]12c3[nH]c4ccc(Cl)cc4c3CCN1C(=O)[C@@H](CC(=O)NCCC1=CCCCC1)C[C@@H]2C(=O)N1CCOCC1,x,-0.7,2.9,x,5.1,-7.1,-7.5,-3.6,-1.6
COC(=O)c1cc2oc(C)cc2n1CC(=O)Nc1cc(C)cc(C)c1,-13.9,-2.7,5.7,-0.9,-5.0,5.5,-2.5,-14.3,-3.4
CS(=O)(=O)N(CC(=O)N1CCc2ccccc2C1)c1ccccc1Br,-1.7,1.0,-0.1,2.8,2.9,1.0,6.5,0.5,-4.2

# Reformatted: entries from further up
smiles | Rv3671c protease | FBA Mtb inh | Mtb BioA inh | Mtb UGM inh | MazEF act | PrPC TRFRET | GDH-TPI inh | BoNT-F LC inh | FadD28 FP inh
O=C(Nc1nnc(CC(=O)N2CCOCC2)s1)c1cccs1 | -2.6 | -1.7 | -6.3 | -3.7 | -0.9 | -6.2 | 14.3 | 1.2 | -0.2
C/C=C(/C)C(=O)Nc1cccc(C2=NOC3(C2)C[C@@H](C(N)=O)N(C(=O)c2ccc(OC)cc2)C3)c1 (stereo not given in full) | 3.1 | 0.7 | 1.4 | 3.0 | 1.4 | 6.3 | 3.1 | -9.5 | -5.7
O=C(Nc1ccc(N2CCN(C(=O)c3cccs3)CC2)cc1)c1ccc(F)cc1 | 0.2 | 2.6 | -0.9 | 0.3 | -8.8 | 2.9 | 9.0 | -16.1 | 0.8

# (more compounds)
SMILES,Rv3671c protease,FBA Mtb inh,Mtb BioA inh,Mtb UGM inh,MazEF act,PrPC TRFRET,GDH-TPI inh,BoNT-F LC inh,FadD28 FP inh
CCc1ccc(OCC(=O)N2CCN(CC(=O)Nc3ccccc3Cl)CC2)cc1,-2.3,-0.4,-1.2,x,2.2,-6.9,-4.2,-2.1,-2.4
CC(=O)c1c(O)c(C)c(O)c2c1OC1=CC(=O)C(C(C)=O)C(=O)[C@@]12C (stereo not given in full),x,-1.1,0.3,x,-50.5,11.5,15.0,0.0,3.3
Clc1ccc(OCc2cc(-c3ccccc3)no2)c(Cl)c1,-7.4,-3.9,-1.7,-0.3,-0.2,8.2,3.4,-5.6,1.0
O=C(Nc1cc2c(cc1Br)OCCCO2)c1cccnc1,-1.7,4.2,11.6,-1.5,3.5,-4.0,3.8,4.3,0.0
O=C1c2[nH]nc(-c3ccccc3O)c2C(c2ccc(F)cc2)N1Cc1ccco1 (stereo not given),-14.5,0.1,-2.0,-1.0,8.3,-0.3,6.4,1.6,-14.8
O=C(Nc1nc2c(s1)CCCC2)c1ccc(S(=O)(=O)N2CCCc3ccccc32)cc1,-39.2,-1.5,-2.2,-1.0,1.5,5.7,19.3,-7.5,0.3
Cc1nc(SCCO)c2oc3ccccc3c2n1,-0.6,-0.3,0.0,0.6,3.1,0.0,14.7,-7.0,-0.7
O=C(O)CCCC(=O)N1CCc2cc(S(=O)(=O)NCc3ccccc3)ccc21,1.2,-3.5,-1.3,-0.7,-3.7,2.3,-2.8,-1.3,-1.3
CC(OC(=O)c1cc2sccc2n1C)C(=O)NCC1CCCO1 (stereo not given),-7.4,4.9,-0.8,0.2,-25.7,0.9,5.7,-6.5,-0.7
CCOC(=O)C1CN(S(=O)(=O)c2ccc(OC)cc2)c2ccccc2O1 (stereo not given),0.7,7.2,-1.0,3.5,5.8,-2.5,3.5,-2.0,-0.7
CC1CN(Cc2ccc(Cl)cc2Cl)CC(C)O1 (stereo not given),12.5,6.0,0.5,-0.2,3.9,5.8,12.5,-3.1,-0.1
Cc1ccc(Cn2c3ccccc3c3cn[nH]c(=O)c32)cc1,-14.4,3.5,-1.5,-0.2,6.1,-2.5,-1.9,-2.0,-2.6
CCOC(=O)C1CCCN(CC(=O)Nc2c(C(=O)OC)[nH]c3ccc(Cl)cc23)C1 (stereo not given),-3.9,3.9,1.0,3.3,1.6,2.9,5.6,-3.6,-1.5
COc1ccc(Cl)cc1NC(=O)NCc1cccnc1,-5.3,4.9,0.1,-1.8,9.2,0.1,-4.6,6.3,-0.3
Cc1ccc(CCC(=O)Nc2ncc(Cc3cc(Cl)ccc3Cl)s2)o1,-12.8,0.9,0.7,0.5,-7.3,10.2,-2.3,-5.4,-2.1
Cc1nnc(SCC(=O)N2CCc3ccccc3C2)s1,-7.3,3.0,x,3.7,-1.9,4.6,0.9,8.8,-0.8
Cc1ccc2nnnc(-c3ccccc3)c2c1,6.6,-1.2,-0.4,1.3,-4.1,4.3,3.3,5.8,-2.7
CCn1c(COc2cc(C)ccc2C(C)C)nnc1SCC(=O)Nc1nccs1,-5.9,-2.3,x,1.5,3.9,6.5,-7.6,-5.3,-4.8
C/C(=N\NC(=O)CSc1nc(C)cc(C)n1)c1ccc([N+](=O)[O-])cc1,4.2,1.2,-0.8,0.7,-4.0,-10.4,7.4,4.7,-0.2
Cc1cc(C)cc(OC(=O)CN2C(=O)c3ccccc3C2=O)c1,8.0,-2.4,0.7,-0.6,5.7,-1.1,0.8,x,0.9
Cc1cc(C(=O)Nc2ccc(S(=O)(=O)Nc3onc(C)c3C)cc2)cs1,-5.4,1.9,x,3.8,1.0,-2.1,4.3,18.4,0.8
CN(Cc1ccccc1)C(=C(Cl)Cl)C(=C1NCCN1)[N+](=O)[O-],8.7,1.6,x,-2.2,11.6,x,4.8,-4.8,0.9
COc1cc(NC(=O)C2CSC3(C)CCC(=O)N23)c(OC)cc1Cl (stereo not given),-1.5,-2.1,x,0.7,-0.3,1.5,-9.2,0.6,-3.1
O=C(NCCc1ccc(O)cc1)c1[nH]c(C(F)(F)F)nc1-c1ccccc1,x,4.9,1.9,x,x,5.4,x,1.9,-2.1
Cc1ccc(-c2ccc(/C=N/N=C3/NC(=O)C(CC(=O)O)S3)o2)c([N+](=O)[O-])c1 (stereo not given),-59.4,-4.2,x,1.6,12.3,-7.7,35.9*,-2.3,1.4
COc1cc2c(cc1OC)CN(C(=O)C1CCCN1S(=O)(=O)c1ccc(C)cc1)CC2 (stereo not given),4.1,1.5,-1.1,0.6,-6.0,-9.1,0.0,-3.3,-1.4
COc1ccc(CN(CC(=O)NC2CCCC2)C(=O)c2onc(C(N)=O)c2N)cc1,-1.1,0.6,-0.9,0.9,-1.3,-26.9,0.0,-1.2,-1.2
C=CCOC(=O)C1=C[C@@H](c2coc3ccccc3c2=O)[C@H](CCCO)[C@@H](OCC)O1,7.4,2.0,0.0,0.8,5.9,-5.6,5.7,4.5,-1.2
COc1ccc(-c2nnc(NC(=O)Cc3ccccc3)s2)c(OC)c1,-7.7,12.3,-1.1,-3.1,-7.3,0.9,23.4,-8.4,0.5
Cc1ccc(NC(=O)c2cccc(S(=O)(=O)N3CCN(c4ccccc4)CC3)c2)nc1,-9.8,1.6,-1.9,x,-4.5,-1.5,2.1,-1.0,-0.9
CC(C)CNS(=O)(=O)c1ccc(CCC(=O)N2CCN(Cc3ccccc3)CC2)cc1,2.3,-2.1,1.4,-3.8,-0.1,4.5,-4.0,18.5,-1.5
Cc1onc(-c2c(Cl)cccc2Cl)c1C(=O)NCCc1ccncc1,-9.7,-0.2,0.0,-1.4,0.3,1.5,-1.0,-0.6,-3.9
Cc1ccc(CSc2ncnc3c2cnn3Cc2ccccc2)cc1C,1.1,0.4,-2.1,0.8,-12.5,-0.7,4.4,5.3,0.5
Cc1cccc(NS(=O)(=O)c2ccc3c(c2)oc(=O)n3C)c1C,x,0.8,0.7,-1.4,12.9,12.8,11.1,x,-1.1
COc1ccc(C2CC(c3ccncc3)=NN2c2ccc(S(N)(=O)=O)cc2)cc1 (stereo not given),x,68.4*,7.9,x,16.9,-22.0,11.5,-4.5,-6.1
CC1=CC(C/C(C)=C/COc2ccc3ccc(=O)oc3c2)OC1=O (stereo not given),1.5,47.8*,5.4,-0.7,13.4,4.2,12.8,3.8,-0.4
Cc1cccc(NS(=O)(=O)c2cccc(C(=O)NCC(c3ccc(F)cc3)N3CCOCC3)c2)c1 (stereo not given),x,-0.2,1.1,x,0.6,-4.5,11.0,8.0,-0.2
CCN1CCN(C(=O)CN(C)S(=O)(=O)c2ccc(OC)c(C)c2)CC1,-6.2,9.9,0.2,3.6,-14.4,0.5,10.8,5.4,2.5
Cc1cccc(OCC(=O)Nc2ccc(NC(=O)c3ccco3)cc2)c1,x,2.2,x,x,4.6,9.5,0.0,22.9,-1.7
Cc1ccc(NC(=O)CC(=O)Nc2ccc(C)c(C)c2)cc1C,-6.5,-4.5,-0.1,3.7,-7.4,3.9,-5.4,8.3,-2.2
CCOC(=O)c1ccc(NC(=S)N2CCN(C(=O)C3CCCO3)CC2)cc1 (stereo not given),0.5,-0.4,-1.2,3.3,-11.3,4.8,-6.9,4.7,-0.8
COc1cccc2cc(C(C)=O)c(=O)oc12,1.9,0.8,-0.4,1.1,-0.8,2.5,-3.5,-1.0,-3.1
CCOC(=O)N1CCC(NS(=O)(=O)c2cc3c(cc2Br)CCN3C(=O)CC)CC1,x,-2.3,x,x,2.7,-2.5,0.0,0.8,-3.3
CN(C(=O)c1cccc(NC(=O)Cc2ccc(NC(=O)C3CCCN(C(=O)C4CCCCC4)C3)cc2)c1)C1CCCC1 (stereo not given),x,4.0,-1.3,x,-18.9,13.0,13.2,-3.1,-1.2
O=C(Nc1cccs1)Nc1c(F)c(F)cc(F)c1F,-2.0,2.1,-1.2,-0.7,-3.8,8.2,-2.9,20.0,-0.5
CC(=O)Nc1ccc(NC(=O)C(=O)c2cn(CC(=O)N3CCCC3)c3ccccc23)cc1,-11.4,5.3,0.3,-1.6,5.2,-6.7,22.5,-5.7,-2.6
CN(C(=O)c1cccc(NC(=O)Cc2ccc(NC(=O)C3CCCN(S(=O)(=O)c4cccc([N+](=O)[O-])c4)C3)cc2)c1)C1CCCCC1 (stereo not given),x,-0.9,-1.6,x,-7.4,-1.8,5.5,-7.0,-0.7
Cc1ccc(OCCC(=O)OCC(=O)NC2CCCC2)cc1,5.8,8.1,-1.3,-2.1,-5.8,-2.9,12.0,u,-2.5
COc1ccccc1NS(=O)(=O)c1ccc(S(=O)(=O)N2CCOCC2)cc1,-6.7,-5.6,x,-0.7,2.5,-1.3,-1.2,-3.0,-2.2

# Random draw from the library. Share with any hit: about 4.8%.
